# JMJD2A Tudor inh – inhibitors of human JMJD2A Tudor domain | Potency, µM (highest dose often 114 µM), for the others: at the top dose activity change, negative = inhibition, usual class: inhibitors | O75164 | 390,000 compounds, 4.4% hits | AlphaScreen JMJD2A-Tudor / H3K4me3 peptide binding; further: on the % scale 0 is the no-effect control and ±100 the full control effect; nearly all actives have a fitted effect of over 50% in size
# APEX1 inh – inhibitors of human APE1 endonuclease. P27695. recombinant APE1, TAMRA/BHQ-2 abasic DNA cleavage fluorescence. 350,000 compounds, 0.35% hits. Potency, µM (highest dose often 65.8 µM), for the others: at the top dose activity change, negative = inhibition, most hits filed as inhibitors. AID 2517;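 further: plate controls were vehicle for no effect and reference inhibitor for full effect; nearly all actives have a fitted effect of over 55% in size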
#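 Enzyme (0.75 nM final) and test compound are incubated 15 min at room temperature before adding 50 nM quenched THF abasic-site duplex. Cleavage dequenches TAMRA, followed at 525/598 nm over three reads one minute apart.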
# POLB inh – inhibitors of human DNA polymerase beta; Pol beta primer extension/strand displacement, fluorescence kinetic; Potency, µM (doses to about 114 µM), without a hit: at the top dose activity change, negative = inhibition, usual class: inhibitors; 340,000 compounds, 1.3% hits; AID 485314; further: on the % scale 0 is the no-effect control and ±100 the full control effect
#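 Pol beta (10 nM) was preincubated with compound for 15 min at room temperature. The reaction was then started with 50 nM substrate and read immediately and after a further 10 min at room temperature.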
# POLI inh – inhibitors of human DNA polymerase iota | Q9UNA4 | AID 588590 | 390,000 compounds, 1% hits | Potency, µM (highest dose often 115 µM), for inactives: top-dose activity, negative = inhibition, most hits filed as inhibitors | Pol iota fluorescent replication assay, 10 min
#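 Pol iota at 10 nM preincubated 15 min with compounds at room temperature; reaction started with fluorescent substrate, 50 nM final. Fluorescence read kinetically at 0 and 10 min; buffer-only wells as negative control.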
# G9a block – G9a (human) methyltransferase inhibition; Q96KQ7; Potency, µM (top dose mostly 102 µM), for inactives: top-dose activity, negative = inhibition, usual class: inhibitors; 350,000 compounds, 8.8% hits; G9a H3K9 monomethylation, AlphaScreen, 2 h; further: on the % scale 0 is the no-effect control and ±100 the full control effect; nearly all actives have a fitted effect of over 75% in size
#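 G9a (20 nM) preincubated 15 min RT with compounds, then 500 nM biotinylated H3K9 peptide and 20 uM SAM added; 2 h RT reaction. Monomethyl-H3K9 product detected by AlphaScreen with anti-H3K9me1 antibody, streptavidin donor and anti-rabbit IgG acceptor beads.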
# BAZ2B inh – BAZ2B (human) inhibition | Q9UIF8 | AlphaScreen BAZ2B-H3K14Ac peptide displacement | Potency, µM (series often up to 114 µM), for inactives: at the top dose activity change, negative = inhibition, actives largely listed as inhibitors | 360,000 compounds, 4.4% hits | AID 504333; further: on the % scale 0 is the no-effect control and ±100 the full control effect; nearly all actives have a fitted effect of over 60% in size
#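 BAZ2B 50 nM plus b-H3(5-23)K14Ac 50 nM, PBS pH 7.4/0.01% Tween-20, 30 min RT; compound added (max 110 uM), 30 min RT; streptavidin donor/Ni-chelate acceptor beads 10 ug/mL final, 20 min dark; AlphaScreen read.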
# Pol eta inh – DNA polymerase eta (human) inhibition. Q9Y253. recombinant Pol eta, fluorescent DNA replication assay. Potency, µM (titrated, usually from 114 µM), without a hit: top-dose activity change, negative = inhibition, usual class: inhibitors. 390,000 compounds, 1.2% hits; further: on the % scale 0 is the no-effect control and ±100 the full control effect
#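 Fluorescent replication assay: 50 nM final substrate added after a 15 min room-temperature compound preincubation with 10 nM enzyme. Signal taken at 0 min and again at 10 min.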
# POLK inh – inhibitors of human DNA polymerase kappa; Q9UBT6; purified Pol kappa, fluorescent DNA synthesis assay, 10 min; Potency, µM (titrated, usually from 107 µM), for the others: at the highest dose activity, negative = inhibition, most hits filed as inhibitors; 400,000 compounds, 0.53% hits; further: on the % scale 0 is the no-effect control and ±100 the full control effect
#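 Kinetic fluorescence readout at 0 and 10 min followed reaction start with substrate at 50 nM final. Beforehand, enzyme (10 nM Pol kappa) stood 15 min with compound at room temperature; buffer-only wells were negative controls.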
# BLM helicase inh – Bloom syndrome helicase (human) inhibition; P54132; recombinant BLM DNA unwinding, fluorescence dequenching; Potency, µM (series often up to 56.1 µM), for the others: at the highest dose activity change, negative = inhibition, usual class: inhibitors; 350,000 compounds, 0.2% hits;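 further: plate controls were vehicle for no effect and no enzyme for full effect; nearly all actives have a fitted effect of over 35% in size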
# Target sequence (P54132 whole entry, looked up): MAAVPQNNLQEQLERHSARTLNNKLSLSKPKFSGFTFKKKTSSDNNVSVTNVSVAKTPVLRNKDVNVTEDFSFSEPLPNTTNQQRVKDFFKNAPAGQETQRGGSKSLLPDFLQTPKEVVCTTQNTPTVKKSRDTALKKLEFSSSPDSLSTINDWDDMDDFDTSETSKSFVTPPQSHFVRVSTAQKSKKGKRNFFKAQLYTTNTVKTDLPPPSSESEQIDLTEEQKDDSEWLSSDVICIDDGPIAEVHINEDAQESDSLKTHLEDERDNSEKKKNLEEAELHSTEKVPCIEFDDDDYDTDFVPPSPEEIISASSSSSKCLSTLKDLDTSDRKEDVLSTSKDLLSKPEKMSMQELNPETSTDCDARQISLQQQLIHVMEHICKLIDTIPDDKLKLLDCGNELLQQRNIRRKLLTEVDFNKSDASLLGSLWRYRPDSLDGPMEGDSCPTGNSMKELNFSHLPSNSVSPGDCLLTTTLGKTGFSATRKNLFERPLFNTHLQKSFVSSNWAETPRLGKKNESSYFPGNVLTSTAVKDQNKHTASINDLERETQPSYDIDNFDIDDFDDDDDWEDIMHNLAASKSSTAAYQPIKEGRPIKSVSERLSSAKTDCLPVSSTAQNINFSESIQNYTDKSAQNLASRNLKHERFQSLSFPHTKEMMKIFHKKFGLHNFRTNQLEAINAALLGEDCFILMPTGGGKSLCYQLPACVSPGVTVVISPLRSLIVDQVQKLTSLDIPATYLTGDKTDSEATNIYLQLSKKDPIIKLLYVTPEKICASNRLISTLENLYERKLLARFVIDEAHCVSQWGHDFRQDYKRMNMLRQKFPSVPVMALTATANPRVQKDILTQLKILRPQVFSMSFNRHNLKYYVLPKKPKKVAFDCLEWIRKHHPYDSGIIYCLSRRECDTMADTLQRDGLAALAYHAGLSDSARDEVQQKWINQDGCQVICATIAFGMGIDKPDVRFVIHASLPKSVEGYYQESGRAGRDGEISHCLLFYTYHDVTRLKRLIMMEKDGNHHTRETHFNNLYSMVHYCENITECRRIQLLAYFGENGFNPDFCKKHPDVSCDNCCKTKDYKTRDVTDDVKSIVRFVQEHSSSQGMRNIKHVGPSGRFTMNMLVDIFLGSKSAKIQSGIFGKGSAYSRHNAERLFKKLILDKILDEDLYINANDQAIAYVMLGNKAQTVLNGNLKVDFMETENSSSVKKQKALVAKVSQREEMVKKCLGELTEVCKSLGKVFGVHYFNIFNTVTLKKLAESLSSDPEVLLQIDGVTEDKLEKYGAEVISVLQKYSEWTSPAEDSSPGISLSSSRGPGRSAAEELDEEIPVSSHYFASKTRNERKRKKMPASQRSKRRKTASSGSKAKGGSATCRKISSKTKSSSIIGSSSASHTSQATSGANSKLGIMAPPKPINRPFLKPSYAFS
# The depositor's hits bear a star; u = inconclusive; x = no result given; & = joins results of further samples; [ ] = dose if it differs, or a comment. The call rests on the fitted dose curve; in most records, active means well fitted curve in the direction sought with a large enough effect; inconclusive means small, poorly fitted or top-dose-only effect, or another doubt; inactive means no such curve, though single readings can be large; an effect the other way counts as inactive or inconclusive. Potency means the concentration at half of the fitted maximal effect.
1) CCN(CC)C(=O)/C(=C/c1cn(S(=O)(=O)N(C)C)c2ccccc12)NC(=O)c1ccc(OC)cc1
2) COC(=O)[C@H]1C[C@@H]1[C@H](NC(=O)c1cnccn1)c1ccccc1
3) CC(OC(=O)CCc1nc2ccccc2c(=O)[nH]1)C(=O)Nc1ccc2c(c1)OCO2 (stereo unspecified)
4) O=C(Nc1nnc(SCC(=O)N2CCCc3ccccc32)s1)c1ccccc1
5) Cc1ccccc1C(=O)NC(=S)NCC1CCCO1 (stereo unspecified)
6) c1ccc(-n2nnnc2Oc2ccc(-c3nnco3)cc2)cc1
7) O=C(CN1CCCCCC1)Nc1ccc(Br)cn1
8) COc1ccccc1OCCC(=O)OCC(=O)Nc1ncc(Cl)cc1Cl
Screen / compound no.,1,2,3,4,5,6,7,8
JMJD2A Tudor inh,-12.5%,0.0%,-15.4%,14.4%,4.1%,-7.1%[57.1 µM],-17.3%,-5.4%
APEX1 inh,u,1.3%&-1.5%,4.1%,-1.1%,-3.9%,-2.2%,-21.7%,-2.4%
POLB inh,-20.7%,16.9%,-24.3%,1.2%,21.5%,-3.5%,-2.7%,u
POLI inh,94.5%[activator],-18.9%,3.8%,9.4%,-2.4%,9.2%,22.6%,u
G9a block,-29.6%,-5.7%,-3.0%,-17.8%[59 µM],3.9%[59 µM],u,x,5.9%[59 µM]
BAZ2B inh,0.2%,6.1%,-2.8%,-1.5%,-4.5%,9.9%,u,2.8%
Pol eta inh,-12.6%,-9.4%,2.0%,-4.0%,-22.4%,-6.7%,-8.0%,u
POLK inh,-2.0%,-1.2%,-3.3%,-4.9%,-6.0%,-11.3%,2.8%,-8.9%
BLM helicase inh,-1.6%,7.3%&0.4%,-2.0%,0.0%,-0.4%,-0.5%,-19.0%,-6.6%

9) Cc1noc(C)c1COc1ccc(C(=O)OCC(=O)Nc2ccc(S(N)(=O)=O)cc2)cc1
10) COC(=O)c1ccc(COc2ccc(/C=C/C(=O)c3ccc(OC)c(CSCC(=O)O)c3)cc2OC)cc1
11) COc1cc2nc(Cl)nc(N3CCN(C)CC3)c2cc1OC
12) O=S(=O)(NCCOCC(F)(F)F)c1ccc2oc3ccccc3c2c1
13) CCOc1ccc(CCNC(=O)COC(=O)/C=C/c2ccccc2)cc1OCC
14) COCC(=O)N1CCN(c2cccc(C(F)(F)F)c2)CC1
15) Cc1nc2ncnn2c(C)c1CCC(=O)N1CCN(c2ccc(F)cc2)CC1
16) O=C1N(CC(=O)N2CCc3ccccc32)CCN1Cc1ccccc1Cl
Screen / compound no.,9,10,11,12,13,14,15,16
JMJD2A Tudor inh,-14.8%,50.1µM*,x,14.8%,-6.2%,5.5%,-14.1%,-7.0%
APEX1 inh,4.6%,u,2.4%,-3.6%,22.7%,-0.7%,x,0.7%
POLB inh,x,31.6µM*,-1.9%,0.6%,x,u,13.9%,4.3%
POLI inh,1.3%,20µM*,x,22.4%,13.9%,15.8%,-8.8%,13.2%
G9a block,-1.5%[12.7 µM],39.8µM*,u,18.9%[12.7 µM],6.7%[2.33 µM],u,-22.3%[59 µM],4.7%
BAZ2B inh,0.7%,39.8µM*,1.8%,1.2%,2.1%,-16.7%,-3.5%,-39.0%
Pol eta inh,-21.3%,20µM*,x,-14.3%,-5.2%,-17.3%,-17.0%,-15.9%
POLK inh,-8.1%,u,x,-21.1%,-5.7%,1.6%,-18.3%,-12.2%
BLM helicase inh,x,-29.3%,3.4%,-3.5%,x,-5.5%,-3.8%,1.0%

17) Cc1ccc(NC(=O)CN2CCN(S(=O)(=O)c3cccs3)CC2)cc1S(=O)(=O)N(C)C
18) Cc1ccc(NC(=O)C2CC(=O)N/C(=N/N=C/c3ccco3)S2)cc1C (stereo unspecified)
19) CN(C(=O)c1ccccc1)c1ccc(OCC(=O)NC2CCS(=O)(=O)C2)cc1 (stereo unspecified)
20) COc1ccc(-c2nnc3c4ccccc4c(-c4ccccc4)nn23)cc1
21) Cc1ccccc1OCC(=O)OCC(=O)c1ccc(-c2ccccc2)cc1
22) Cc1csc(OCC(=O)Nc2ccc(C)c(C)c2)n1
23) O=[N+]([O-])c1ccc(/C=N/Nc2nc(N3CCCCCC3)nc(N3CCCCCC3)n2)o1
24) CCc1nn(C(C)C(=O)NC(C)CCc2ccco2)c(=O)c2cc3occc3n12 (stereo unspecified)
Screen / compound no.,17,18,19,20,21,22,23,24
JMJD2A Tudor inh,-21.8%,-19.9%,-3.0%,-11.3%,-5.6%,-5.7%,u,-29.2%
APEX1 inh,1.4%,0.4%,-10.1%,x,-3.2%,u,7.6%,14.9%
POLB inh,0.9%,14.1%,4.4%,3.4%,-0.3%,60.8%,u,-0.6%
POLI inh,67.6%[activator],11.6%,-0.6%,18.0%,-9.6%,7.7%,-9.6%,u
G9a block,-12.6%,56.9%[59 µM],-18.4%,-2.5%[59 µM],2.8%[59 µM],-32.5%[59 µM],10µM*,-9.3%[12.7 µM]
BAZ2B inh,-4.4%,-24.9%,-4.8%,-4.3%,5.8%,8.6%,u,-5.6%
Pol eta inh,-15.3%,-14.6%,-2.7%,-18.3%,-9.4%,2.0%,-17.8%,u
POLK inh,-2.8%,-9.3%,-9.9%,-0.6%,-5.4%,-13.8%,-9.6%,-2.0%
BLM helicase inh,1.7%,2.2%,0.3%,-0.3%,-3.2%,-1.1%,-18.4%,-11.0%

# Part of the list above, limited to Pol eta inh and POLB inh.
no.	SMILES	Pol eta inh	POLB inh
20	COc1ccc(-c2nnc3c4ccccc4c(-c4ccccc4)nn23)cc1	-18.3%	3.4%
21	Cc1ccccc1OCC(=O)OCC(=O)c1ccc(-c2ccccc2)cc1	-9.4%	-0.3%
22	Cc1csc(OCC(=O)Nc2ccc(C)c(C)c2)n1	2.0%	60.8%

# The list continues.
25) Cc1cc(C)nc(SCC(=O)c2ccc(F)c(C)c2)n1
26) CCc1ccc(/C=N/NC(=O)C(=O)NCCCN2CCOCC2)cc1
27) O=C(Nc1ccc(C(=O)N2CCN(c3ccccc3)CC2)cc1)c1nsc2ccccc12
28) O=C(Nc1nc(-c2ccccc2)cs1)C1COc2ccccc2O1 (stereo unspecified)
29) COc1ccc(S(=O)(=O)Nc2ccccn2)c(C)c1C
30) CN1CCN(C(CNC(=O)c2ccc(Br)o2)c2ccc(F)cc2)CC1 (stereo unspecified)
31) CCn1c(SCC(=O)N2CCCC2)nc2ccccc2c1=O
32) CCOc1ccc2nc(NS(=O)(=O)c3ccc(NC(C)=O)cc3)sc2c1
Screen / compound no.,25,26,27,28,29,30,31,32
JMJD2A Tudor inh,6.8%,-9.4%,-17.2%,-0.4%,-1.3%,-8.3%,-5.0%,-20.1%
APEX1 inh,34.8%,4.4%,x,3.6%,8.2%,-0.4%,18.2%,-3.8%
POLB inh,-4.8%,1.8%,3.8%,2.9%,-7.3%,x,-1.1%,3.0%
POLI inh,19.6%,243.4%[activator],9.3%,6.8%,30.5%[activator],19.6%,28.3%,-4.2%
G9a block,96.9%[activator],18.7%,u,9.2%[12.7 µM],-44.8%[12.7 µM],u,25.1%[59 µM],-34.4%[12.7 µM]
BAZ2B inh,-0.4%,2.6%,-16.4%,-6.4%,-3.7%,13.1%,-8.0%,u
Pol eta inh,-13.7%,-16.1%,0.2%,u,-14.9%,-11.6%,-14.3%,-10.4%
POLK inh,-8.9%,-5.3%,-8.8%[60.1 µM],-12.7%,-6.4%,-4.4%,-4.4%,-25.3%
BLM helicase inh,-2.8%,1.1%,-9.3%,-7.1%,-1.3%,x,-1.9%,-1.9%

33) Cc1nc(C)n(CC(O)COc2ccc(C(=O)c3ccccc3)cc2)n1 (stereo unspecified)
34) COc1cc(C(=S)N2CCCCC2)ccc1OCC(=O)Nc1ccccc1Cl
35) CNC(=O)COc1coc(CN2CCN(c3ccc(F)cc3)CC2)cc1=O
36) COc1ccc(N2CSC3=C(C#N)C(c4cccc(OC)c4OC)CC(=O)N3C2)cc1 (stereo unspecified)
37) NS(=O)(=O)c1cnccc1NCCc1ccccc1
38) CSc1nnc(C)c(/C=C/Nc2ccc(F)cc2)n1
39) CCN(CC)CC(=O)N1N=C(c2cccs2)CC1c1ccco1 (stereo unspecified)
40) CSc1ccccc1C(=O)N(C)C(c1ccccc1)c1ccccc1
41) Clc1ccc(-c2[nH]ncc2N=Nc2ccccc2)cc1
42) COc1ccc(-c2csc(N(CCCN3CCOCC3)C(=O)c3ccco3)n2)cc1
43) CCC(C)N(C(=O)COc1ccc(NC(C)=O)cc1)C1CCS(=O)(=O)C1 (stereo unspecified)
Screen / compound no.,33,34,35,36,37,38,39,40,41,42,43
JMJD2A Tudor inh,-15.7%,-34.5%,0.7%,20µM*,-14.4%,-26.8%,-13.6%,-3.4%,u,100µM*,-8.2%
APEX1 inh,-1.2%,u,33.5%[activator],-1.7%,x,-3.7%,0.4%,14.2%[12.4 µM],-10.5%,-8.7%,0.3%
POLB inh,-2.8%,20.4%,-27.5%,0.8%,x,u,8.3%,-19.4%,-52.5%,12.5%,5.1%
POLI inh,6.7%,-24.9%,-0.5%,56.5%[activator],41.9%[activator],-1.3%,-0.7%,-12.4%,8.7%,-1.1%,27.0%
G9a block,15.5%[12.7 µM],u,-7.8%,2µM*,x,39.8%[59 µM],0.2%[12.7 µM],7.7%[59 µM],u,2.0%[59 µM],-3.2%
BAZ2B inh,-0.3%,-31.2%,-13.4%,u,x,u,-13.0%,6.1%,u,u,1.5%
Pol eta inh,3.5%,-8.7%,-15.1%,7.7%,-12.1%,u,0.4%,-18.7%,-16.5%,-16.1%,-22.3%
POLK inh,-10.9%,-15.8%,5.7%,-10.3%,-12.7%,-7.5%,-19.9%,-3.2%,5.1%,-23.6%,3.6%
BLM helicase inh,0.6%,-6.7%,1.2%,-14.5%,x,-0.8%,0.6%,-5.9%,-9.0%,-6.8%,1.1%

# Compound profiles, from the list above.
# Record of `O=C(Nc1nnc(SCC(=O)N2CCCc3ccccc32)s1)c1ccccc1` : JMJD2A Tudor inh: 14.4%; APEX1 inh: -1.1%; POLB inh: 1.2%; POLI inh: 9.4%; G9a block: -17.8%[59 µM]; BAZ2B inh: -1.5%; Pol eta inh: -4.0%; POLK inh: -4.9%; BLM helicase inh: 0.0%
# Record of `O=C(CN1CCCCCC1)Nc1ccc(Br)cn1` : JMJD2A Tudor inh: -17.3%; APEX1 inh: -21.7%; POLB inh: -2.7%; POLI inh: 22.6%; G9a block: x; BAZ2B inh: u; Pol eta inh: -8.0%; POLK inh: 2.8%; BLM helicase inh: -19.0%

# Not all compounds are listed. The share of hits here may be higher or lower than overall.
